Bioassay records (PubChem)
RXFP1 antag: blocks the human relaxin receptor RXFP1 | Q9HBX9 | 0.59% of 350,000 active | activity change, negative = inhibition, % at 57.5 µM | HEK293-RXFP1, relaxin-stimulated cAMP HTRF, 30 min; stronger effect = lower value | AID 1259400;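 active = activity change of -60% or lower, but not beyond a set lower limit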
Target sequence (Q9HBX9 whole entry, looked up): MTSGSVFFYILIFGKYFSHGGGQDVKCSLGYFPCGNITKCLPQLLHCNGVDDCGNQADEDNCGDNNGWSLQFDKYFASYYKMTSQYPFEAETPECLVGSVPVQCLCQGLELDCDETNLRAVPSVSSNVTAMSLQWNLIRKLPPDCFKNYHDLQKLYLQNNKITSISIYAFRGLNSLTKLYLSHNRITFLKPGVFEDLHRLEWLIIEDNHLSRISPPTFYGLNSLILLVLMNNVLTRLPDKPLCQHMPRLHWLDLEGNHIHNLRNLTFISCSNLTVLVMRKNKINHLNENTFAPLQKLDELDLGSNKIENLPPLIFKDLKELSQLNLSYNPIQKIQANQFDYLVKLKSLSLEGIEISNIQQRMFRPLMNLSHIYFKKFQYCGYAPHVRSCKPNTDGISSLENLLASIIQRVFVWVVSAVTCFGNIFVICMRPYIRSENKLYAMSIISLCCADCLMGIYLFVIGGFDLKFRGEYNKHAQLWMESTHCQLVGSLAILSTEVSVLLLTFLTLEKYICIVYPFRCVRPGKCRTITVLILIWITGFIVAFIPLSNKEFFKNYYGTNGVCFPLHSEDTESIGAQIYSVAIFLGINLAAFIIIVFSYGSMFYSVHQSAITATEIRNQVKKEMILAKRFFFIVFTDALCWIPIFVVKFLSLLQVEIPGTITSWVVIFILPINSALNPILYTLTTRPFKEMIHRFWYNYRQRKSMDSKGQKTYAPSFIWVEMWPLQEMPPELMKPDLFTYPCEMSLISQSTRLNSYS
Numbers without * were called inactive. % is set by controls: 0 for no effect and ±100 for the full control effect.

SMILES | RXFP1 antag
O=C1NC(c2cccc3ccccc23)Nc2ccc(Cl)cc21 (configuration not stated) | -8.0
O=C(COC(=O)COc1ccc(Cl)cc1Br)NC1CCCC1 | 14.8
C[C@@H]1CCCCO[C@H](CN(C)C(=O)c2ccncc2)[C@H](C)CN([C@@H](C)CO)C(=O)c2cc(NC(=O)c3ccccc3)ccc2O1 | -11.6
O=C(c1ccc(CNS(=O)(=O)c2ccc(F)cc2)cc1)N1CCCCCC1 | -8.3
O=C(COC(=O)c1cc(=O)[nH]c2ccccc12)Nc1nc(-c2ccc(F)cc2)cs1 | 2.3
O=C(Nc1ccccc1)c1cn(CCBr)cn1 | 4.7
N/C(=N\OCC(=O)Nc1ccc(F)c(Cl)c1)c1ccccc1 | -32.8
O=C(C1CCCCC1)N1C[C@H](n2cc(-c3ccc(F)cc3)nn2)[C@@H](O)C[C@@H]1c1ccccc1 | -6.6
CNC(=S)Nc1ccc(N2CCCC2)c(S(=O)(=O)Nc2ccc(OC)cc2)c1 | -16.3
O=[N+]([O-])c1ccc(C=NN=Cc2ccc([N+](=O)[O-])cc2)cc1 | 8.9
C[C@@H]1CN([C@@H](C)CO)S(=O)(=O)c2ccc(Br)cc2O[C@H]1CN(C)C(=O)Nc1ccc(C(F)(F)F)cc1 | 1.9
COc1ccc(C(=O)Nc2c(O)ccc3ccccc23)cc1OC | -4.5
O=C(Nc1ccccc1)OCC1CCCO1 (configuration not stated) | 5.6
CCCn1nc(C(=O)NNC(=O)c2ccc(C)c(C)c2)c2ccccc2c1=O | -10.9
O=C1Nc2ccccc2C1=NN1CCCCCC1 | -27.5
O=C(O)C(CCc1ccccc1)(Cc1ccccc1)C(=O)O | 5.7
CC(=NNC(=O)c1ccncc1)c1cc(Cl)ccc1Cl | 0.6
CCOc1ccc(/C=N/OCC(=O)Nc2cc(S(=O)(=O)N3CCOCC3)ccc2OC)cc1 | -1.6
Cn1c2nc(=O)n(-c3ccccc3)c(=O)c-2nc2c1CCCC2 | 4.0
COc1cc(Cl)c(C)cc1NC(=O)CN1CCN(C(=O)c2cccs2)CC1 | 2.0
CCOC(=O)C1=C(COC(=O)Cc2ccccc2[N+](=O)[O-])NC(=O)NC1C (configuration not stated) | 8.0
COCCCn1c(=N)c(C(=O)NCc2ccc3c(c2)OCO3)cc2c(=O)n3cccc(C)c3nc21 | -2.9
Cc1nc(N)[nH]c(=O)c1CCCNc1ccc([N+](=O)[O-])cc1 | 10.0
COc1cc(OC)cc(C(=O)NCC(=O)N2CCN(S(=O)(=O)c3ccccc3F)CC2)c1 | -2.2
COc1ccc(NC(=O)[C@@H]2CCCN2S(=O)(=O)c2ccc(Cl)cc2)cc1 | 0.7
CC1=C(C(=O)N(C)C)CC(CC(=O)NC2CCCCC2)C(=O)N1Cc1ccc(C(C)(C)C)cc1 (configuration not stated) | -1.9
CCC1CCC2(CC1)NC(=O)N(CC(=O)N1CCc3ccccc31)C2=O (configuration not stated) | 5.3
COc1c(Cl)cc(Cl)cc1C(=O)Nc1ccccc1N1CCN(C(C)=O)CC1 | 6.4
COc1ccc(Br)cc1C=NNS(=O)(=O)c1ccc(C)cc1 | 6.9
N#Cc1c(N2CCN(c3ccc([N+](=O)[O-])cc3)CC2)[n+](=O)c2ccc(Cl)cc2n1[O-] | -15.9
Cc1nnc(SCC(=O)Nc2ccc(S(N)(=O)=O)cc2)n(N)c1=O | 2.9
COc1cccc(NC(=O)CN(C)C(=O)c2cc(CN3C(=O)c4ccccc4C3=O)ccc2OC)c1 | -7.8
COc1ncnc2c1ncn2CCCNC1CCN(Cc2ccccc2)CC1 | 9.3
N#CC1=C2CCCCC2(O)NC1=O (configuration not stated) | 1.7
COc1ccccc1NS(=O)(=O)c1cc(N=N/C(C(=O)Nc2ccc(Cl)cc2)=C(/C)O)ccc1C | -0.5
CN(c1ccc(F)cc1)S(=O)(=O)c1ccc(Cl)c(C(=O)OCC(=O)NC2CC2)c1 | -10.6
N#Cc1ccc(OCC(=O)OCC(=O)N2CCc3ccccc32)cc1 | 3.4
O=C(CN1C(=O)C2C3C=CC(C3)C2C1=O)OCC(=O)c1ccc(Cl)c([N+](=O)[O-])c1 (configuration not stated) | 8.9
O=C(OCC(=O)N1CCOCC1)c1ccc(Cl)c(S(=O)(=O)N2CCc3ccccc32)c1 | 3.6
O=C(c1ccc(S(=O)(=O)NCc2ccco2)cc1)N1CCN(c2ccccc2)CC1 | 7.5
CCn1c(SCC(=O)NC2CCCC2)nc2c(c1=O)SCC2 | 7.5
C[C@@H]1CN([C@H](C)CO)C(=O)CCCn2cc(nn2)CO[C@H]1CN(C)C(=O)OCc1ccccc1 | 12.0
COc1ccc(OC)c(NC(=O)COC(=O)c2ccc(S(=O)(=O)N3CCCCC3)cc2)c1 | 6.4
CCC1NC(=O)c2cc3ccccc3cc2-n2c1nc1cc(C)cc(C)c1c2=O (configuration not stated) | -12.1
Cc1ccc2nc3n(c(=O)c2c1)-c1cc2ccccc2cc1C(=O)NC3CC(C)C (configuration not stated) | -2.8
c1ccc(-c2nn3c(-c4ccccc4)nnc3o2)cc1 | -10.8
CC[N+]1(C)CCC(O)(c2ccc(OC)cc2)C(C(=O)c2ccc(OC)cc2)C1 (configuration not stated) | -23.4
Cc1ccc(S(=O)(=O)N2CCN(C(=O)c3cc(C4CC4)nn3-c3ccccc3)CC2)cc1 | 10.1
Cc1ccsc1C(=O)OCC(=O)NCCc1ccccc1 | 5.8
CCc1noc(C)c1C(=O)N1CCCC(N2CCN(c3ccc(F)cc3)CC2)C1 (configuration not stated) | -17.5
O=S(=O)(c1ccccc1)c1nc(-c2ccccc2Cl)oc1NCCCN1CCOCC1 | -20.3
Cn1c(SCC(=O)N2CCCC2=O)nc2ccccc2c1=O | -11.3
CC(=O)C1=C(C)N=c2s/c(=C/c3ccc4c(c3)OCO4)c(=O)n2C1c1ccc(N(C)C)cc1 (configuration not stated) | -7.4
Cc1cc(C(C)(C)C)cc(CN2CCN(S(=O)(=O)c3cccs3)CC2)c1O | 10.1
Cc1nn(-c2ccccc2)c(C)c1C(=O)OCC(=O)Nc1ccc(C(N)=O)cc1 | 5.7
NS(=O)(=O)c1ccc(NCc2cnc3ccccc3c2)cc1 | -8.7
O=C(O)CC1(CC(=O)Nc2ccccc2Br)CCCC1 | 7.0
C[C@@H]1CCCCO[C@H](CN(C)Cc2ccc(C(F)(F)F)cc2)[C@@H](C)CN([C@H](C)CO)C(=O)c2cc(NS(=O)(=O)c3cn(C)cn3)ccc2O1 | -2.5
Cc1onc(-c2ccccc2)c1C(=O)Cl | -5.4
CCN(CC(=O)NCc1cccs1)C(=O)c1cccc(S(=O)(=O)N2CC(C)OC(C)C2)c1 (configuration not stated) | -0.8
Following part.
SMILES | RXFP1 antag
O=C(Nc1cccc(S(=O)(=O)Nc2ccccc2F)c1)c1ccco1 | 0.0
O=C(CCCN1C(=O)/C(=C\c2ccccc2)SC1=S)N1CCOCC1 | -18.9
COc1ccc(CCNC(=O)C(=O)NCC2OCCN2S(=O)(=O)c2cccs2)cc1OC (configuration not stated) | -3.2
Cc1ccc([C@H]2C[C@H](O)[C@@H](n3cc(COC(=O)c4ccccc4)nn3)CN2Cc2cccs2)cc1 | 12.7
CCc1ccc([C@@H]2C[C@H]3[C@@H](CN2S(=O)(=O)c2ccc(C)cc2)C(=O)C[C@@H](c2ccc(C)cc2)N3S(=O)(=O)c2ccc(C)cc2)cc1 | -4.7
O=C(c1cc(-c2ccc(Cl)s2)nc2ccccc12)N1CCCC1 | -8.5
Cc1ccc([C@H]2N[C@]3(CCCN(Cc4ccco4)C3=O)[C@H]3C(=O)N(C)C(=O)[C@@H]23)cc1 | 6.4
O=c1[nH]c2cccc(Cl)c2c2ccccc12 | 3.6
CCc1ccc(N2CC(C(=O)OCC(=O)NC3CC3)CC2=O)cc1 (configuration not stated) | -6.9
O=C(NNC(=O)c1cccs1)c1ccccn1 | 6.0
C/C(=N/NC(=O)c1nnn(-c2nonc2N)c1CSc1ccc(C)cc1)c1ccncc1 | 7.1
O=C(Nc1ccc(Br)c(Br)c1)C1CCCO1 (configuration not stated) | -15.5
CC(=O)OCc1ccc(C2=CC(=O)CC(C)(C)C2=O)cc1 | -6.7
NC(=O)C1CCN(C(=O)CCC(=O)c2cccs2)CC1 | 5.6
Cc1cccc(C(C)C)c1NC(=O)CSc1cccc[n+]1[O-] | -12.9
Cc1cccc(N2CN(S(=O)(=O)c3cccc([N+](=O)[O-])c3)c3nc4ccccc4nc32)c1 | -7.3
Cc1cccc(-c2c3c(=O)n(C)c(=O)n(C)c3cn2-c2ccc(O)cc2)c1 | 1.5
Cc1cccc(N2CCN(C(=O)c3ccc4ccccc4c3)CC2C)c1 (configuration not stated) | -15.8
COCc1ccc(C(=O)N2CCCC(N(C)CCc3ccccc3)C2)s1 (configuration not stated) | -1.9
CC(=O)Nc1cccc2ccc(O)cc12 | -4.3
O=C(CCNC(=O)c1ccccc1Cl)Nc1ccc2c(c1)OCCO2 | -2.3
Cc1c(NS(=O)(=O)c2cc(C(=O)Nc3ccc(F)cc3Cl)ccc2Cl)c(=O)n(-c2ccccc2)n1C | -1.3
COc1ccc(S(=O)(=O)N(C)C[C@@H]2Oc3cc(Br)ccc3S(=O)(=O)N([C@H](C)CO)C[C@@H]2C)cc1 | -15.7
NC(=S)NN=C1CCCC(C(F)(F)F)C1 (configuration not stated) | -3.6
CCOc1ccc(OCC(=O)OC(C)C(=O)NC2CCCC2)cc1 (configuration not stated) | -12.8
COc1cc(C(=O)NCCNc2nc3c(C)cccc3cc2C#N)cc(OC)c1OC | 1.3
Cc1cc(C)c2c3c(c(-c4ccccc4)n2n1)c(=O)n(C)c(=O)n3C | -4.8
C[C@H]1CN([C@@H](C)CO)C(=O)c2cc(Br)cnc2O[C@@H]1CN(C)S(C)(=O)=O | 11.6
COc1ccc(NS(=O)(=O)c2ccc(C(=O)NCC3(N4CCOCC4)CCCCC3)cc2)cc1 | -9.5
Cc1ccc(NC(=O)CN2c3cccc4cccc(c34)S2(=O)=O)cc1 | 5.8
O=C(COc1ccc(Cl)cc1Cl)NC1CC1 | 9.1
COc1cc2ccnc(C=O)c2cc1OC | 15.0
COc1cccc(C=Cc2nccc3ccccc23)c1OC | -29.0
COC(=O)[C@H]1C[C@@]2(O)CN(S(=O)(=O)c3ccc(C)cc3)C[C@@]2(OC(=O)NCc2ccccc2)C[C@H]1C(=O)OC | 0.2
C=CCn1c(CNC(=O)CCC)nc2ccccc21 | -0.4
CCOc1cc(C(=O)NCCCNC(=O)c2cc(OCC)c(OCC)c(OCC)c2)cc(OCC)c1OCC | 4.7

Laid out differently: results already given
compound,RXFP1 antag
COc1ccc(NS(=O)(=O)c2ccc(C(=O)NCC3(N4CCOCC4)CCCCC3)cc2)cc1,-9.5
COC(=O)[C@H]1C[C@@]2(O)CN(S(=O)(=O)c3ccc(C)cc3)C[C@@]2(OC(=O)NCc2ccccc2)C[C@H]1C(=O)OC,0.2
CCOc1cc(C(=O)NCCCNC(=O)c2cc(OCC)c(OCC)c(OCC)c2)cc(OCC)c1OCC,4.7
O=C(COc1ccc(Cl)cc1Cl)NC1CC1,9.1

The list goes on.
SMILES | RXFP1 antag
C/C(Nc1ccc(Cl)cc1)=C1/CCOC1=O | 4.2
O=C(O)C1=CCCc2ccc(F)cc21 | 8.1
O=C(CN1CCN(Cc2cccc(C(F)(F)F)c2)CC1)NCC(=O)Nc1ccc(F)c(F)c1F | -3.9
Cc1csc(N=Cc2ccc([N+](=O)[O-])o2)n1 | -6.6
CC1=CC(C)(C)NC(=S)N1c1ccc(Cl)cc1 | 11.2
C[C@H](CN1CCCC1)C(=O)c1ccc(C(F)(F)F)cc1 | 7.8
O=C(COC(=O)CCC(=O)N1CCOCC1)Nc1ccc(Br)cc1Br | -9.2
C[C@@H]1CN([C@H](C)CO)C(=O)CCCn2nncc2CO[C@H]1CN(C)S(C)(=O)=O | 5.1
COc1ccc(N2CCN(C(=O)C(Cc3ccccc3)NC(=O)c3ccccc3)CC2)cc1 (configuration not stated) | -16.5
O=C(O)C(=Cc1ccc([N+](=O)[O-])cc1)CCc1ccccc1 | 6.6
Cc1ccccc1Oc1ccc2c(c1)[C@@H]1C[C@H](N(C)C(=O)c3ccco3)[C@H]([C@H](C)O)C(=O)N1CC2 | -5.2
CC(C)(C)c1ccc(NC(=O)CSc2n[nH]c(=O)n2C2CC2)cc1 | -1.4
O=C(Nc1ccc([N+](=O)[O-])cc1NC(=O)c1ccccc1)c1ccccc1 | 8.0
COc1ccc(CNc2cccnc2)c(OC)c1OC | 12.4
COc1cc(C(=O)N2Cc3cc4ccccc4nc3C2C)cc(OC)c1OC (configuration not stated) | -16.1
COc1ccc(CCn2nnc3ccccc3c2=O)cc1OC | 10.7
CCOc1ccc(N2CC(C(=O)Nc3cc(S(=O)(=O)N4CCCCC4)ccc3C)CC2=O)cc1 (configuration not stated) | 5.1
CC(=O)c1ccc(OCCCC(=O)OCC(=O)N2CCN(S(=O)(=O)c3ccc(C)cc3C)CC2)cc1 | 1.2
CCOCCCNC(=O)c1ccc(CN2CCc3ccccc3C2)cc1 | -0.7
Cn1c(=O)n(Cc2ccccc2)c(=O)c2c1nc1n2CCCN1C1CCCCC1 | -1.4
N#CC1c2ccccc2-c2ccccc2N1C(=O)c1ccccc1 (configuration not stated) | -4.6
O=C(CSc1nccc(=O)[nH]1)Nc1ccc2ccccc2c1 | -5.1
O=C1C=CC(=O)N1Cc1cccnc1 | -2.3
COc1ccc(CNC(=O)CN(C)CC(=O)Nc2ccccc2Br)cc1 | 4.1
COC(=O)c1ccccc1NC(=O)CSc1nc2ccsc2c(=O)n1Cc1ccc(C(=O)O)cc1 | -2.1
COc1ccc(S(=O)(=O)Nc2ccccc2OC)cc1N=Nc1c(O)[nH]c(=S)[nH]c1=O | -28.2

6 compounds from above, sorted by the number in RXFP1 antag, smallest number first.
SMILES	RXFP1 antag
O=S(=O)(c1ccccc1)c1nc(-c2ccccc2Cl)oc1NCCCN1CCOCC1	-20.3
C[C@@H]1CCCCO[C@H](CN(C)Cc2ccc(C(F)(F)F)cc2)[C@@H](C)CN([C@H](C)CO)C(=O)c2cc(NS(=O)(=O)c3cn(C)cn3)ccc2O1	-2.5
O=C(Nc1cccc(S(=O)(=O)Nc2ccccc2F)c1)c1ccco1	0.0
Cc1cccc(-c2c3c(=O)n(C)c(=O)n(C)c3cn2-c2ccc(O)cc2)c1	1.5
Cc1nc(N)[nH]c(=O)c1CCCNc1ccc([N+](=O)[O-])cc1	10.0
Cc1ccc(S(=O)(=O)N2CCN(C(=O)c3cc(C4CC4)nn3-c3ccccc3)CC2)cc1	10.1

A portion of the library. The share of hits here may be higher or lower than overall.
